Bioassay records deposited in PubChem BioAssay by The Scripps Research Institute Molecular Screening Center.
MITF primary: human MITF inhibition, primary screen; O75030; inhibition, % at 2.6 µM; AID 1259374; AlphaScreen MITF homodimerization, bead proximity signal; 650,000 tested, 0.91% active; in the data active = inhibition above about 50%;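 note: 0% = vehicle wells with protein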
Target sequence (O75030 whole entry, looked up): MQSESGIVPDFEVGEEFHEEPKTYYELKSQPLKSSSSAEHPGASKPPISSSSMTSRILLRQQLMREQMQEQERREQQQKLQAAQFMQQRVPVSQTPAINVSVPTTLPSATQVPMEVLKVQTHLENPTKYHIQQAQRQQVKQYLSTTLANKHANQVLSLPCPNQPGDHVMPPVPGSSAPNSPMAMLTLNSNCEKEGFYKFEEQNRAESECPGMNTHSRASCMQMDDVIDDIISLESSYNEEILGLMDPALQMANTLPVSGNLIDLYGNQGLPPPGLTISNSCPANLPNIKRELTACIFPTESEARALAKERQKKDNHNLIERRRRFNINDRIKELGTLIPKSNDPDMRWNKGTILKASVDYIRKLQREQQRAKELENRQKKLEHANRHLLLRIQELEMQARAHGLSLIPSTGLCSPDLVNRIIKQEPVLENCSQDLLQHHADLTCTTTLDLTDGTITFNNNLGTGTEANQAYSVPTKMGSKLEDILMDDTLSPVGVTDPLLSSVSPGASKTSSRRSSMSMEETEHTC
TEAD-YAP inh: TEAD-YAP interaction inhibition | HEK-TIYL cells, TEAD-Gal4/YAP UAS-luciferase luminescence | inhibition, % at 9.12 µM | 640,000 tested, 1.4% active | AID 1259422; in the data active = inhibition above about 32%;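 note: 0% = median of test compound wells and 100% = reference inhibitor wells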
GPR151 activ: activators of human GPR151; PathHunter beta-arrestin GPR151 cells, luminescence; AID 1508602; Q8TDV0; 650,000 tested, 1% active; activation, % at 11.2 µM; in the data active = activation above about 4.9%;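 note: 0% = median of compound wells and 100% = cells with positive control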
Target sequence (Q8TDV0 whole entry, looked up): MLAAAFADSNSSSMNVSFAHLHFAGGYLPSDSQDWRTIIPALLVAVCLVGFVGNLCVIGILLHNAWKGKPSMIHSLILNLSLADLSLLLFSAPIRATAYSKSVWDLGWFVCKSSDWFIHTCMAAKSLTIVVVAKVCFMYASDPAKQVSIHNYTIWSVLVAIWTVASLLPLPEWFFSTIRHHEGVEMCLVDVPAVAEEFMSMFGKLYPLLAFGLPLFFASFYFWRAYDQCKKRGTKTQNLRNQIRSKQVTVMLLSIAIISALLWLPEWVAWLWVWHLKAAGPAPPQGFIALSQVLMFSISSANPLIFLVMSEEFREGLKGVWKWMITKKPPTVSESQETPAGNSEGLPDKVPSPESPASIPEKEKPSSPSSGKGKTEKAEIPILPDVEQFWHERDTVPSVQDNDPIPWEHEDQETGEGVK
FBW7 act: human FBW7 E3 ligase activation, primary screen; AID 1259310; normalized activity (activation), % at 26.1 µM; 650,000 tested, 0.13% active; AlphaScreen FBW7–phospho-cyclin E peptide binding, activator screen; Q969H0; in the data active = normalized activity above about 1.9%;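 note: purified mutant Fbw7 with reduced substrate affinity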
Starred values were filed as active, the others as inactive.

SMILES	MITF primary	TEAD-YAP inh	GPR151 activ	FBW7 act
N#Cc1c(/N=C/N2CCCC2)sc2c1CCCCC2	5	-34	-3.0	-0.5
Cc1nc2c3ccccc3nc(SCC#N)n2n1	4	11	-0.1	0.1
Cc1ccc(NC(=O)C(Cc2c[nH]c3ccccc23)NC(=O)OCC(C)C)cc1 (stereo not drawn)	-12	-3	0.9	0.1
Cc1ccc(S(=O)(=O)N2CCC(=O)CC2)cc1	2	3	-1.2	0.1
CC(NC(=O)Nc1ccc2c(c1)OCO2)C1CCCO1 (stereo not drawn)	14	-26	-0.4	-0.1
COc1ccc(C(=O)CSc2nnc(-c3ccncc3)o2)cc1	13	-1	-0.9	0.0
COc1cccc(NC(=O)CCCCCN2C(=O)c3ccccc3C2=O)c1	2	10	0.1	0.0
Cc1cc(-n2c(N)c(C(=O)Nc3ccc(F)cc3)sc2=S)ccc1Cl	12	8	1.2	0.0
CCOc1cccc(C2CC(c3ccc(C)cc3)=NC(c3ccc(Cl)cc3)N2)c1O (stereo not drawn)	10	-45	-0.3	0.1
C(=N\Nc1cc(N2CCCCC2)ncn1)/c1ccco1	29	-78	-0.6	0.0
O=C(COc1ccc2oc3c(c2c1)CCCC3)Nc1ccc(Br)cc1	11	10	-1.2	0.3
Cc1ncc(CSc2nc3ccccc3[nH]2)c(N)n1	-13	1	-1.1	0.0
COc1cccc(CNC(=O)c2c(C)nc3ccc(-c4ccc5nc(C)c(C(=O)NCc6cccc(OC)c6)n5c4)cn23)c1	16	7	-0.7	0.5
COCCN1C(=O)C(=O)/C(=C(\O)c2ccccc2)C1c1ccc([N+](=O)[O-])cc1 (stereo not drawn)	-3	-6	1.3	-0.2
Cc1ccc(CN2CCN(Cc3cccc(OCCO)c3)CC2CCO)cc1 (stereo not drawn)	-9	-5	1.6	0.0
CC(=O)COc1ccc2ccc(=O)oc2c1	4	5	-0.6	0.4
N#Cc1cccc(S(=O)(=O)Nc2ccc(Br)c(C(F)(F)F)c2)c1	13	5	-1.6	0.2
COc1ccccc1-c1cc(C(=O)Nc2cc(OC)c(OC)c(OC)c2)no1	24	46*	0.3	0.0
O=c1[nH]cnc2ccc(I)cc12	14	12	1.1	0.2
Cc1cc(NCc2cccc(C(F)(F)F)c2)nc(N2CCc3ccccc3C2)n1	-2	2	1.7	0.0
O=c1c(C=Nc2ccc(Cl)cc2)c(Nc2ccccc2)nc2ccccn12	3	-17	3.8	0.1
COc1ccccc1C1C(C(C)=O)=C(C)N=c2s/c(=C\c3cccnc3)c(=O)n21 (stereo not drawn)	0	1	2.0	0.0
O=C(C1CCCN(Cc2ccccc2Br)C1)N1CCCC1 (stereo not drawn)	33	3	3.8	-0.3
CCN1CCN(CCCCOc2ccccc2F)CC1	64*	5	-1.2	0.5
CCC1CCCCN1Cc1c(C)[nH]c2c(C)c(C)ccc2c1=O (stereo not drawn)	-10	4	-0.2	0.1
Cn1cnc2cc(N=Cc3cccc([N+](=O)[O-])c3)ccc21	19	-3	-1.3	0.1
COc1cc(CN=Cc2c(O)n(-c3ccc(F)cc3)c(=O)[nH]c2=O)cc(OC)c1	13	10	0.4	0.1
Cc1nn(-c2ccccc2)c(C)c1/C=N/NC(=O)c1cc[n+]([O-])cc1	9	-2	1.6	0.0
Cc1cccc(C)c1NC(=O)CSc1nnc2sc3ccccc3n12	5	-1	-1.2	0.2
C/C(N)=C/c1oc2ccc(O)cc2c1[N+](=O)[O-]	25	-1	1.0	-0.5
Cc1ccc2nc(NC(=O)CSc3nnc(C)s3)sc2c1	3	3	0.8	0.3
C=C(C)CN(CC)CCC(=O)Nc1ccc(F)c(F)c1	11	4	0.2	0.2
Cc1noc(NS(=O)(=O)c2ccc(NC(=O)C(C)C)cc2)c1C	17	-3	0.5	0.3
CC(C)CN(C1CCS(=O)(=O)C1)S(=O)(=O)c1ccc(C(C)(C)C)cc1 (stereo not drawn)	4	2	0.1	-0.1
C=CCc1c(C)c(C#N)c2nc3ccccc3n2c1NCCCN1CCOCC1	8	7	-0.6	0.3
CCc1ccc(N2C(=S)NC3c4ccccc4OC2(C)C3C(=O)Nc2ccc(C)cc2C)cc1 (stereo not drawn)	26	-1	-0.1	0.8
N#Cc1c(N)nc2c(c1-c1cccs1)CCCCC2	7	-20	0.7	0.0
CCN1C(SCC(=O)N2CCN(c3ccccc3F)CC2)=NS(=O)(=O)c2ccccc21	-13	-8	-0.6	-0.1
COc1ccccc1C(=O)NC(=O)CSc1nnnn1C	17	0	1.8	0.4
Cc1ccc([N+](=O)[O-])cc1NC(=O)C1C2C3CCC(C3)C12 (stereo not drawn)	9	-15	1.2	0.1
O=S(=O)(NCc1ccc2c(c1)OCO2)c1cccc(S(=O)(=O)N2CCCC2)c1	5	2	0.1	0.0
C#CCNC(=O)c1cnc2scc(C(C)(C)C)n2c1=O	19	10	-0.4	-0.1
O=c1cc(CSc2nc(NCCc3ccccc3)c3ccccc3n2)nc2ccc(Cl)cn12	4	6	-0.6	-0.1
O=C(CC1(c2ccccc2)CC(=O)N(CC2CCCCC2)C1=O)N1CC[C@@H](O)C1 (stereo partly drawn)	-6	-8	-0.9	-0.1
COc1ccc(OCC(=O)N2CCN(C(=O)c3ccc(-c4ccccc4)cc3)CC2)cc1	-4	1	-0.9	0.1

Reformatted: 2 of the compounds above
Results follow in this order: MITF primary	TEAD-YAP inh	GPR151 activ	FBW7 act
> CCc1ccc(N2C(=S)NC3c4ccccc4OC2(C)C3C(=O)Nc2ccc(C)cc2C)cc1 (stereo not drawn)
  26	-1	-0.1	0.8
> C=C(C)CN(CC)CCC(=O)Nc1ccc(F)c(F)c1
  11	4	0.2	0.2

Following part
SMILES	MITF primary	TEAD-YAP inh	GPR151 activ	FBW7 act
Cc1cccc(NS(=O)(=O)c2cc(C)ccc2N2C(=O)c3cccnc3C2=O)c1	17	5	-1.7	-0.2
O=C(NCc1nc(-c2ccncc2)n[nH]1)c1cc2sccc2s1	17	0	-0.7	0.1
O=C(NN1C(=O)c2ccccc2C1=O)c1ccccc1O	6	-3	-1.0	0.0
Cc1cc(-n2c(=S)sc3c(=O)n(-c4ccccc4C)c(=S)[nH]c32)ccc1Cl	3	9	2.2	-0.2
O=C(N/N=C1\CCSC1)c1cc(Cl)ccc1O	-2	-26	-1.6	-0.1
O=C(/C=C/c1ccc(O)c(O)c1)c1ccc(O[C@@H]2O[C@H](CO)[C@@H](O)[C@H](O)[C@H]2O)c(O)c1O	56*	2	3.1	-0.2
Cc1cc(=O)c2cccc(C)c2[nH]1	13	-11	-0.3	0.8
CN(C)c1ccc(NC(=O)c2sc(SCC(=O)Nc3nccs3)nc2N)cc1	24	-56	0.4	0.1
CCN(Cc1ccncc1)C(=O)CN1Cc2ccccc2OC(c2ccccc2)C1 (stereo not drawn)	1	1	-0.1	0.0
COC(=O)c1ccc(N2C(=O)CC(NCc3ccc4c(c3)OCO4)C2=O)cc1 (stereo not drawn)	15	-1	-0.7	0.3
O=C(O)c1c[nH]c2cc(C(F)(F)F)ccc2c1=O	-3	6	1.2	-0.4
COc1ccc2cc(CCNC(=O)c3ccco3)c(=O)[nH]c2c1	15	-61	0.5	0.0
COc1ccc(C(=O)NC2CCN(CC(=O)Nc3c(C)cccc3C)CC2)cc1OC	5	0	0.5	0.1
O=c1c2ccccc2nc(SCc2cccc(F)c2)n1Cc1ccco1	0	-9	-1.9	0.1
CC(C)Cc1nnc(NC(=O)COc2ccccc2)s1	4	-25	1.7	0.0
COc1cccc(C(=O)/C=C(/Nc2cc(C)c(C)cc2[N+](=O)[O-])C(=O)O)c1	14	2	1.1	0.3
COC(=O)CNC(=O)c1cccc(OC2CCN(C(=O)C3CC3)CC2)c1	-5	-34	-0.4	-0.1
CCOC(=O)c1c(C)[nH]c(C(=O)COC(=O)c2ccc(Cl)c(S(N)(=O)=O)c2)c1C	9	-11	0.2	0.0
O=C1/C(=C/c2ccc(-c3ccc(Cl)c(Cl)c3)o2)C=C(c2ccccc2)N1c1ccc(Nc2ccccc2)cc1	-2	2	0.6	-0.2
CC(=O)N1CCC2(CC1)N=C(C)C(c1ccccc1)=N2	4	-3	7.1*	0.1
COc1ccc(C(=O)COC(=O)C2COc3ccccc3O2)c(OC)c1 (stereo not drawn)	10	-7	-0.6	0.0
Cc1ccc2c(c1)N(C(=O)CCC(=O)NCCCN1CCCC1=O)CCO2	4	-13	-0.9	-0.1
CC(C)N(CCNc1ccnc(N2CCc3ccccc3C2)n1)C(C)C	5	4	-0.9	0.0
O=C(CSc1nnc(COc2ccccc2)n1Cc1ccccc1)c1ccc(Cl)cc1	16	0	1.5	0.0
O=C(CCC1(Cc2ccccc2)CCC(=O)N1)NCc1ccc2c(c1)OCO2 (stereo not drawn)	-6	0	0.0	0.0
COc1ccc(NC(=O)c2oc3ccccc3c2NC(=O)COc2cccc(OC)c2)cc1	-14	13	-1.3	0.1
CCc1ccc(-n2c(N3CCC(C(N)=O)CC3)nc3ccccc3c2=O)cc1	20	-3	0.5	0.9
CCOC(=O)c1cc([N+](=O)[O-])sc1NC(=O)Cc1cccc2ccccc12	7	7	-1.4	0.2
O=C(Cn1ncc2cccn2c1=O)Nc1ccccc1F	-8	1	1.3	0.0
O=C(O)c1c(CNCc2ccccc2)c2ccccc2n1Cc1ccc(F)cc1Cl	6	12	-0.4	0.0
NC(=O)c1ccc(NC(=O)COC(=O)c2ccccc2O)cc1	1	-1	2.5	-0.1
CCC(=O)O[C@]1(C(=O)CCl)[C@@H](C)CC2C3CCC4=CC(=O)C=C[C@]4(C)[C@@]3(F)[C@@H](O)C[C@@]21C (stereo partly drawn)	-3	-14	-1.1	0.2
COc1ccccc1NS(=O)(=O)c1cccc(F)c1	9	16	1.2	-0.2
Cc1nn(-c2ccc(Cl)cc2)c(N)c1C(O)(CSc1nccn1C)C(F)(F)F (stereo not drawn)	1	-12	0.3	-0.2
CC(=O)N1CCC(=NNC(=O)CSc2cc(C)c(Br)cc2C)CC1	0	9	1.1	0.1
CS(=O)(=O)c1ccc(S(=O)(=O)c2ccc([N+](=O)[O-])cc2)cc1	-4	6	0.0	-0.2
Cn1nc(C(=O)NCCc2ccsc2)c2c1-c1ccccc1SC2	2	-1	-1.2	0.0
Cc1ccccc1C(=O)c1cccn1CC(=O)NC1CCCC1	10	6	-0.9	0.6
COC(=O)Cc1nc(N2CCN(c3ccccc3)CC2)c2c(C)c(C)sc2n1	6	7	0.6	0.5
Cc1cc(F)ccc1S(=O)(=O)N1CCCOC1CNC(=O)C(=O)NC1CC1 (stereo not drawn)	11	6	0.2	0.0
CC(=O)Nc1ccc(NC(=O)C(NC(=O)C2CCC(C)CC2)C(C)C)cc1 (stereo not drawn)	7	15	-0.5	0.3
CCOC(=O)C1=C(C)NC2=C(C(=O)CCC2)C1c1ccc(C(=O)OC)cc1 (stereo not drawn)	-14	9	0.1	0.1
CCOc1ccc2c(c1)C(=C1SC(C(=O)OC)=C(C(=O)OC)S1)C(=S)C(C)(C)N2C(=O)c1cccnc1	21	-10	-0.7	0.5
O=C(NCCc1ccccc1Cl)c1ccc(Sc2ccc(F)cc2)c([N+](=O)[O-])c1	-1	-11	0.5	0.0
CC1(C)CC(=O)C=C(NC2CC(C)(C)NC(C)(C)C2)C1	-4	-22	0.7	0.2

Entries above that have two or more sulfur atoms, in the order listed:
SMILES	MITF primary	TEAD-YAP inh	GPR151 activ	FBW7 act
Cc1cc(-n2c(N)c(C(=O)Nc3ccc(F)cc3)sc2=S)ccc1Cl	12	8	1.2	0.0
Cc1cccc(C)c1NC(=O)CSc1nnc2sc3ccccc3n12	5	-1	-1.2	0.2
Cc1ccc2nc(NC(=O)CSc3nnc(C)s3)sc2c1	3	3	0.8	0.3
CC(C)CN(C1CCS(=O)(=O)C1)S(=O)(=O)c1ccc(C(C)(C)C)cc1 (stereo not drawn)	4	2	0.1	-0.1
CCN1C(SCC(=O)N2CCN(c3ccccc3F)CC2)=NS(=O)(=O)c2ccccc21	-13	-8	-0.6	-0.1
O=S(=O)(NCc1ccc2c(c1)OCO2)c1cccc(S(=O)(=O)N2CCCC2)c1	5	2	0.1	0.0
O=C(NCc1nc(-c2ccncc2)n[nH]1)c1cc2sccc2s1	17	0	-0.7	0.1
Cc1cc(-n2c(=S)sc3c(=O)n(-c4ccccc4C)c(=S)[nH]c32)ccc1Cl	3	9	2.2	-0.2
CN(C)c1ccc(NC(=O)c2sc(SCC(=O)Nc3nccs3)nc2N)cc1	24	-56	0.4	0.1
CS(=O)(=O)c1ccc(S(=O)(=O)c2ccc([N+](=O)[O-])cc2)cc1	-4	6	0.0	-0.2
Cn1nc(C(=O)NCCc2ccsc2)c2c1-c1ccccc1SC2	2	-1	-1.2	0.0
CCOc1ccc2c(c1)C(=C1SC(C(=O)OC)=C(C(=O)OC)S1)C(=S)C(C)(C)N2C(=O)c1cccnc1	21	-10	-0.7	0.5

Hits appear at their usual frequency. Share with any hit: about 3.5%.
